# Source: PubChem BioAssay (The Scripps Research Institute Molecular Screening Center)
# PRMT1 inh: blocks human protein arginine methyltransferase 1; Q99873; recombinant PRMT1, activity-based probe fluorescence polarization; inhibition, % at 2.79 µM; 370,000 compounds, 1.3% hits;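 active = inhibition above about 21% made by adding two undisclosed values, limit read from the data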
# Target sequence (Q99873 whole entry, looked up): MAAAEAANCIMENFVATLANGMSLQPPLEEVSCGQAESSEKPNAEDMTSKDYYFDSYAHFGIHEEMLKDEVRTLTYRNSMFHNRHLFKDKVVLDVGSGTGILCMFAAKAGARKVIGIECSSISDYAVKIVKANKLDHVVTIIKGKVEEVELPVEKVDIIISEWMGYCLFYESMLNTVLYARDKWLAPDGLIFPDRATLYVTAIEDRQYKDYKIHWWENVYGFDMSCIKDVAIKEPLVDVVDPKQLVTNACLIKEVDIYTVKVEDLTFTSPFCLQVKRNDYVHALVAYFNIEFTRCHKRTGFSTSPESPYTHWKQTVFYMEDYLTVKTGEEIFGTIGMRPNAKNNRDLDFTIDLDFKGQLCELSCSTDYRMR
# TDP2 absorb: TDP2 (human) inhibition, absorbance primary screen. O95551. recombinant TDP2, T5PNP hydrolysis, p-nitrophenol absorbance 415 nm. inhibition, % at 12.8 µM. 370,000 compounds, 0.34% hits;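 active = inhibition above the mean of all tested compounds plus 3 SD, set per campaign, cut at about 25% in these data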;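 note: 0% = DMSO with enzyme and 100% = buffer with substrate but no TDP2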
#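 Test system: human TDP2 enzyme; Input: 120 nM TDP2 per well; Buffer or medium: Mg2+-containing Tris-HCl buffer, pH 7.5; Reagent: 5 mM T5PNP; Dosing: 12.8 µM single point, 1% DMSO; Incubation: reaction 2 h, 37 °C; Detection: p-Nitrophenol epi absorbance; Read-out: % inhibition relative to enzyme-containing and enzyme-free wells; Replicates: single well per compound.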
# SIAE primary: human SIAE inhibition, primary screen; Q9HAT2; inhibition, % at 9.66 µM; SIAE FP-Rh probe binding, fluorescence polarization; 370,000 compounds, 0.69% hits;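 active = inhibition above a cutoff: mean of compounds within the control limits plus 3 SD of those, cut at about 17% in these data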;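 note: 0% = plate median of compound wells and 100% = probe without SIAE protein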
# TCR CD3 inh: human TCR-CD3 binding inhibition; TAMRA-labeled TCR probe fluorescence, biochemical; inhibition, % at 9.4 µM; 360,000 compounds, 0.37% hits; in the data active = inhibition above about 19%;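 note: recombinant mutant TCR 2C K166C tagged with TAMRA read by polarization; 0% = receptor in buffer alone and 100% = receptor with positive control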
# HTRA1 inhibitor: inhibitors of human serine peptidase HTRA1 | Q92743 | recombinant HTRA1, FP-rhodamine activity-based probe, fluorescence polarization | inhibition, % at 5.96 µM | 340,000 compounds, 0.5% hits; in the data active = inhibition above about 36%;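 note: 0% = enzyme with DMSO and 100% = wells lacking enzyme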
# Target sequence (Q92743 whole entry, looked up): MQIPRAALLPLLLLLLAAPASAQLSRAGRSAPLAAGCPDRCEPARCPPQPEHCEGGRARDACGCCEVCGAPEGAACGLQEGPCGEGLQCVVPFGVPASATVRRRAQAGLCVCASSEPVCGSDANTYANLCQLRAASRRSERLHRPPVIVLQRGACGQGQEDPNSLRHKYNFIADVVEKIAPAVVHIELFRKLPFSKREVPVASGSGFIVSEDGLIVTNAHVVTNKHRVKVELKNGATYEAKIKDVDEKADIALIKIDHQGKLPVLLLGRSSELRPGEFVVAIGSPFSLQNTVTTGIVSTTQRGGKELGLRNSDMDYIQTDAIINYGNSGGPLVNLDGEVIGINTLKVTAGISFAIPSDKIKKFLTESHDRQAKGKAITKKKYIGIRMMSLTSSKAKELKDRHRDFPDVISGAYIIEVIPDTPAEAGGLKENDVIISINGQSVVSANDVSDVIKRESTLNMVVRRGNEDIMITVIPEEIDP
# ABHD4 inh: ABHD4 (mouse) inhibition, primary FP screen; purified mABHD4, FP-Rh probe fluorescence polarization; Q8VD66; inhibition, % at 8.92 µM; 370,000 compounds, 0.54% hits;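 active = inhibition exceeding the mean over every tested compound plus 3 SD, cut at about 30% in these data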;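 note: 0% = plate median of compound wells and 100% = S159A mutant with DMSO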
#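 system = mouse ABHD4 enzyme, wild type | medium = HEPES pH 7.0, NaCl, Pluronic buffer | also added = FP-Rh probe | incubation = Enzyme–compound pre-incubation 45 min, then probe 60 min, both 25 °C | technique = fluorescence polarization, excitation 525 nm, emission 598 nm, BODIPY TMR filters | controls = S159A mutant high control, sample median low control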
# LEDGF integ inh: blocks HIV-1 LEDGF/p75-dependent DNA integration | TR-FRET IN-LEDGF/p75 DNA integration, Eu/Cy5 | inhibition, % at 3.7 µM | 370,000 compounds, 0.64% hits;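 active = inhibition above the screen-wide mean plus 3 SD, cut at about 13% in these data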;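 note: signal is the Cy5 over europium emission ratio at 671 and 618 nm; 0% = plate median of compound wells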
# Tn7 DDE FP: disrupts Tn7 cyclic peptide binding to fibrin D-Dimer-E complex; P02675; FP displacement of FITC-Tn7 peptide from fibrin DD(E); 0% = median of compound wells per plate; inhibition, % at 8.3 µM; 370,000 compounds, 0.13% hits;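 active = inhibition above the mean of compounds falling within the control limits plus 3 SD of them, cut at about 14% in these data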;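 note: 0% = plate median of compound wells and 100% = 10 µM Aha-Tn7 peptide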
#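 System: human fibrin DD(E); quantity: Fibrin-DD(E) at 2 µM final; also added: fluorescent Tn7 probe at 0.1 µM; compound dosing: single nominal test concentration of 8.3 µM per compound; schedule: 10 min preincubation, 3 h with tracer, room temperature; detection: fluorescence polarization of the labelled Tn7 tracer; repeats: one replicate per compound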
# UHRF1 MBD2 ctr: UHRF1 methyl-DNA binding inhibition; Q96T88; UHRF1 binding to methylated oligo, TR-FRET; inhibition, % at 4.4 µM; 370,000 compounds, 0.75% hits; AID 687016; in the data active = inhibition above about 21%;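 note: UHRF1 SRA domain binding a hemimethylated CpG hairpin DNA probe; 0% = median of test compound wells and 100% = reference inhibitor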
# PG9 binder: binds the HIV-1 gp120 antibody PG9; 360,000 compounds, 0.43% hits; TR-FRET gp120-PG9 antibody binding; inhibition, % at 6.7 µM; in the data active = inhibition above about 8.5%
# * marks the source's active call; other numbers are inactive results; . = not tested or not shown.
SMILES,PRMT1 inh,TDP2 absorb,SIAE primary,TCR CD3 inh,HTRA1 inhibitor,ABHD4 inh,LEDGF integ inh,Tn7 DDE FP,UHRF1 MBD2 ctr,PG9 binder
Cc1ccccc1CC(=O)Nc1ccc(C(=O)N2CCCC2)cc1,4,-3,-3,0,-1,-8,-5,8,3,-0.8
Cc1ccoc1C(=O)Nc1ccc(CC(=O)O)cc1,5,4,-7,-2,0,-7,0,-1,4,0.7
CCC1CCCCN1CCCNC(=O)C1CCN(S(=O)(=O)N2CCCCC2)CC1 (centres undefined),0,13,4,3,10,-1,-2,-1,0,-0.6
COc1cccc(OCC(=O)Nc2ccccc2-c2ccccc2)c1,4,2,-1,-2,.,-15,-2,2,0,-0.4
Cn1c(-c2ccccc2)cc2c3no[n+]([O-])c3ccc21,-4,5,3,3,-2,6,-4,-2,-1,-0.2
CCOc1ccc2nc(Cl)sc2c1,1,-9,9,7,6,8,3,-5,2,-1.5
C=CCN(CC=C)C(=S)Nc1cc(Cl)ccc1OC,1,8,2,-1,-19,6,1,-8,1,1.9
O=[N+]([O-])c1ccc(-c2cccnc2)cc1,-2,12,-3,4,-6,-1,-4,1,-3,-1.9
O=C(CN1C(=O)C2C3CCC(C3)C2C1=O)Oc1ccc2ccccc2c1 (centres undefined),1,2,7,-10,3,0,2,-2,1,-2.9
COc1ccc(C(NC(=O)N2CC(C)OC(C)C2)C(Cl)(Cl)Cl)cc1F (centres undefined),-1,-4,-1,1,2,5,2,6,2,-0.6
OC(COc1ccc2ccccc2c1Br)Cn1ccnc1 (centres undefined),-2,-6,0,1,-10,3,3,-3,2,1.4
CC(C)n1c(SCC(=O)NCc2ccco2)nc2c1c(=O)n(C)c(=O)n2C,1,-5,5,-1,4,-4,1,1,-4,-0.2
O=C1NC[C@@H](Cc2ccc(O)cc2)N(CCc2cccc(F)c2)C1=O,-1,-8,5,-5,-4,3,3,-16,0,2.5
O=C(Nc1nc(-c2ccccc2)cs1)c1cccc([N+](=O)[O-])c1,-2,-15,19*,7,-28,-17,2,-2,0,-3.4
COC(=O)C(=N/Nc1ccccc1C(=O)OC)/C(C)=N/O,4,-10,1,-6,-2,-2,-3,-2,0,-0.5
CCOc1ccc(/C(O)=C2/C(=O)C(=O)N(CCOCCO)C2c2cccnc2)cc1 (centres undefined),1,-13,2,9,1,3,2,3,-2,9.0*
Cc1cc(OC(=O)c2ccc3ccccc3c2)c([N+](=O)[O-])c(=O)[nH]1,2,8,-1,3,1,5,1,0,-1,0.2
O=C(/C=C/c1ccc2c(c1)OCCCO2)c1ccccc1O,1,8,-4,1,-8,-4,-1,1,-1,-2.2
O=c1[nH]n2c(-c3ccccc3)nc(O)c2c2ccccc12,-2,2,-5,0,-5,-1,0,3,4,-0.4
O=C(CCN1C(=O)c2ccccc2C1=O)Nc1cccnc1,1,4,6,-2,1,0,-6,2,-1,1.7
CN(C(=O)c1cccc(S(=O)(=O)NCc2ccccc2)c1)C1CCCCC1,-1,-4,-2,9,-1,4,-1,14,-1,0.1
CCOC(=O)c1c(CN2CCCCC2)n(C)c2cc(Br)c(OC)cc12,-1,-4,-2,0,3,0,-1,2,-2,-1.7
CCCCCCCC(=O)N/N=C/c1ccc([N+](=O)[O-])o1,2,-10,-5,1,2,2,-1,6,-2,-2.1
CCc1cc(C(=O)c2ccc(OC)cc2)c(NC(=O)CCC(=O)O)s1,-1,6,-5,6,.,-4,-4,-2,0,-1.5
CC(=O)N1CCN(C(=O)c2cc(C)nc3ccccc23)CC1,5,7,-9,-3,-5,2,-3,13,3,2.1
# (next part)
SMILES,PRMT1 inh,TDP2 absorb,SIAE primary,TCR CD3 inh,HTRA1 inhibitor,ABHD4 inh,LEDGF integ inh,Tn7 DDE FP,UHRF1 MBD2 ctr,PG9 binder
CC(/C=C1\SC(=S)N(CCCC(=O)Nc2ccc(C(=O)O)cc2)C1=O)=C\c1ccccc1,-2,5,-71,10,-100,-115,4,6,-5,0.2
CCc1nnc(NC(=O)COc2ccc3c(c2)OCO3)s1,-3,-3,12,-3,-5,6,2,-2,0,-1.5
CCOC(=O)CSc1nnc([C@H](CC(C)C)NC(=O)OC(C)(C)C)o1,-3,4,-2,0,-1,0,-1,7,-3,2.6
O=C(CSc1nnc(Cc2ccccc2)n1-c1ccc(F)cc1)N1CCOCC1,-4,-3,-6,2,-2,2,-1,1,0,-1.0
CCOc1ccccc1NC(=O)CNC(=O)CNC(=O)Cc1ccccc1,7,-10,0,-4,6,-12,-2,1,6,0.3
Fc1ccc(Nc2c(-c3ccco3)nc3ccccn23)cc1,15,-13,8,-2,-2,7,1,-10,4,0.3
COc1cc(/C=C(/C#N)c2ccc(F)cc2)ccc1Oc1ccc([N+](=O)[O-])cn1,-4,-3,-10,-6,-7,-10,7,-9,0,-3.1
Cc1c(C#N)c2ccccc2n1CC(=O)O,1,-7,-7,1,6,0,0,-10,-1,-0.6
CCOc1ccc(CNC(=O)CCCc2cn(C)c3ccccc23)cc1OC,-2,1,0,-1,1,-1,2,-6,0,0.6
Nc1c(Cl)cc(C(=O)NC2CC2)cc1Cl,4,-3,-5,-18,5,-17,0,4,4,1.8
O=C(O)c1ccc(NC(=O)c2cn(-c3ccccc3)nc2-c2ccc(F)cc2)cc1,1,-3,-18,10,-10,-52,-3,5,-1,1.2
CCCC(O)(c1ccc(Cl)cc1)C(CN1CCOCC1)c1ccc(Cl)cc1 (centres undefined),7,0,-2,-6,-15,-4,5,-5,2,0.4
CCCn1c(=S)[nH]c2cc(C(=O)N3CCCC(C(=O)OCC)C3)ccc2c1=O (centres undefined),-3,-7,7,1,-2,-6,9,4,-1,-2.4
O=C(Nc1ccc2c(c1)OCO2)c1cc(C2CCCCN2C(=O)c2ccc3ccccc3c2)on1 (centres undefined),9,-5,-10,-7,.,-13,-2,1,8,-2.0
CCCN(CC(=O)Nc1ccc(F)c(F)c1F)C(=O)CN1C(=O)NC2(CCCCC2)C1=O,-2,1,-2,-10,0,-3,0,-3,11,-2.0
COc1ccc(NC2=NCCCCC2)cc1,-4,2,2,4,1,0,0,9,-3,0.4
Cc1ccnc(N/N=C/c2ccco2)n1,-1,7,3,-5,-1,3,-1,0,-3,-2.0
O=C(COC(=O)CCNS(=O)(=O)c1cccs1)Nc1cc(C(F)(F)F)ccc1Cl,3,-3,-4,-10,8,-4,-3,-4,0,-0.3
CC1=CCC2C(=O)N(c3ccc(C)c(Br)c3)C(=O)C2C1 (centres undefined),2,-5,0,10,-11,2,3,-2,0,0.2
CS(=O)(=O)N(CC(=O)Nc1ccc2c(c1)OCO2)Cc1ccccc1,-1,7,0,1,-1,1,-1,-10,0,-0.7
CN(C)C(CNC(=O)CSc1nc2sc3c(c2c(=O)n1C)CCC3)c1ccccc1 (centres undefined),1,-4,2,-12,5,-1,-4,6,5,-0.2
C/C(=N/Nc1ccc(C(=O)O)cc1)c1ccc(O)c(O)c1O,7,6,13,12,29,10,-4,-1,-4,-24
C/C(=C\c1ccccc1)CN1CCN(c2ccccc2F)CC1,3,13,-5,1,-12,4,1,1,1,0.5
CCNC(=O)c1ccccc1NC(=O)c1cccc(S(=O)(=O)N2CCOCC2)c1,4,8,-7,4,3,4,0,-5,0,-0.5
Cc1ccc(O)c(-c2cc(C(=O)Nc3ccc(S(=O)(=O)Nc4nc(C)cc(C)n4)cc3)[nH]n2)c1,-1,-2,-14,15,-50,-37,0,7,-2,0.6
# Next part
SMILES,PRMT1 inh,TDP2 absorb,SIAE primary,TCR CD3 inh,HTRA1 inhibitor,ABHD4 inh,LEDGF integ inh,Tn7 DDE FP,UHRF1 MBD2 ctr,PG9 binder
O=C(OCc1cn(Cc2ccc(C(F)(F)F)cc2)nn1)N1CCOCC1,1,0,-2,.,.,1,-5,2,5,.
CCCCCCN1C[C@@H](O)[C@H](n2cc(-c3ccc(F)cc3)nn2)C[C@@H]1c1ccc(C)cc1,-1,2,-6,6,-15,1,2,2,0,-0.1
CCc1nnc(NC(=O)CSc2nnc(Cc3cc(=O)[nH]c(=O)[nH]3)n2-c2ccc(OC)cc2)s1,-4,-9,2,6,-2,0,-1,5,0,-0.6
CC1CCN(S(=O)(=O)c2cccc(C(=O)NCc3cccs3)c2)CC1,-1,5,5,-7,-6,-6,0,1,2,-0.2
CSc1ccccc1OCc1cc(C(=O)N2CCN(C)C(c3ccccc3)C2)no1 (centres undefined),-4,2,1,8,-2,-2,3,4,-2,0.0
COCCCNC(=O)CNC(=O)c1nn(-c2ccc(OC)c(Cl)c2)c(=O)c2ccccc12,-2,4,0,4,-2,5,-1,-5,0,-3.9
COc1ccc(NC(=O)CS(=O)(=O)c2ccccc2)cc1,-2,6,6,5,-1,-4,-3,6,-2,1.8
Cc1ccc(NC(=O)N2CCCC2C(=O)Nc2ccc3c(c2)OCCO3)cc1 (centres undefined),-3,-4,0,11,7,5,-1,4,-1,0.5
COc1cccc2oc3cc(C#Cc4ccccn4)ccc3c(=O)c12,2,-13,-17,4,.,1,-1,-9,-5,0.7
CCCC/C=C1/[C@H](c2ccccc2)N(C)C2=N[C@@H](c3ccccc3)CC(=O)N21,3,-2,1,.,.,-5,-1,3,3,.
O=C(CSc1nc2ccc(NC(=O)c3ccccc3C(=O)O)cc2s1)Nc1ccc(F)c([N+](=O)[O-])c1,-1,-22,2,-11,6,-2,1,-2,4,-3.6
Cc1ccc(NC(=O)CS(=O)CC(=O)N(CC(=O)NC2CCCC2)c2cc(C)ccc2C)cc1 (centres undefined),-2,3,-2,-7,4,-1,-4,9,-1,0.0
CNC(=S)N(CCc1c(C)[nH]c2ccc(C)cc12)Cc1ccc(OC)c(OC)c1,-2,-5,5,0,-6,5,-4,3,0,-1.3
CC(C)(C)C(=O)CSc1nccc(=O)[nH]1,-1,-6,-4,-5,12,4,4,-9,3,-0.8
Cc1ccc(NC(=O)CCNS(=O)(=O)c2ccc(Br)s2)cc1,1,4,-1,-2,-1,-3,0,10,1,-0.2

# In the list so far, 2 contain a cyano group.
SMILES,PRMT1 inh,TDP2 absorb,SIAE primary,TCR CD3 inh,HTRA1 inhibitor,ABHD4 inh,LEDGF integ inh,Tn7 DDE FP,UHRF1 MBD2 ctr,PG9 binder
COc1cc(/C=C(/C#N)c2ccc(F)cc2)ccc1Oc1ccc([N+](=O)[O-])cn1,-4,-3,-10,-6,-7,-10,7,-9,0,-3.1
Cc1c(C#N)c2ccccc2n1CC(=O)O,1,-7,-7,1,6,0,0,-10,-1,-0.6
